From PubChem BioAssay
SNCA expr inhib: SNCA gene expression inhibition. Potency, µM (doses to about 57.2 µM), for the others: top-dose activity change, negative = inhibition, most hits filed as inhibitors. actives 0.17% (n = 140,000). AID 1671194. HEK-293 SNCA-luciferase knock-in, luminescence, 24 h;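 further: potency means the concentration at half of the fitted maximal effect; plate controls were DMSO cells for no effect and cell-free wells for full effect; nearly all actives have a fitted effect of over 45% in size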
HEK293 viab: cell viability loss counter-screen; HEK-293-SNCA-luc viability, GF-AFC fluorescence, 24 h; Potency, µM (highest dose often 57.1 µM), inactives show at the top dose activity change, negative = cytotoxicity, hits mostly cytotoxic; actives 0.12% (n = 150,000);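 further: potency means the concentration at half of the fitted maximal effect; 0% = DMSO-treated cells and -100% = medium-only wells without cells; nearly all actives have a fitted effect of over 30% in size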
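Cytotoxicity counterscreen: after 24 h compound treatment of genome-edited SNCA-luciferase HEK-293 cells, live-cell protease substrate GF-AFC read by fluorescence after 30 min; activity scaled between DMSO (0%) and medium-only (-100%), curves Hill-fitted.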
3T3 cytotox: NIH 3T3 cell cytotoxicity; Potency, µM (titrated, usually from 96.7 µM), inactives show at the top dose activity change, negative = cytotoxicity, actives largely listed as inhibitors; AID 1345082; actives 4.3% (n = 94,000); NIH 3T3 viability, CellTiter-Glo ATP luminescence, 48-72 h; further: potency means the concentration at half of the fitted maximal effect; nearly all actives have a fitted effect of over 55% in size
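First NIH 3T3 cells are plated at 400 cells/well; next compound is pinned in; then plates incubate 48 or 72 hr at 37 °C; finally CellTiter-Glo is added and luminescence read after 10 min.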
IP6K1 inhibitor: IP6K1 kinase inhibition | Q92551 | IP6K1 kinase, ADP-Glo luminescence, 2 h; hits give low values | activity change, % (series mostly up to about 58 µM) | actives 0.81% (n = 140,000); in the data active means activity change below about -25%
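ADP-Glo luminescence measures ADP made by human IP6K1 during a 2 h RT reaction with ATP/IP6 (mix at 1.3 mM/130 uM); top library doses 57.5 and 19.1 uM final.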
GPT2 inhibitor: blocks human glutamate pyruvate transaminase 2. Q8TD30. Recombinant GPT2, coupled pyruvate oxidase/HRP Amplex Red fluorescence. Potency, µM (doses to about 57.7 µM), for the others: at the top dose activity change, negative = inhibition, hits mostly inhibitors. actives 0.25% (n = 100,000). AID 1671188; further: potency means the concentration at half of the fitted maximal effect; nearly all actives have a fitted effect of over 60% in size; many of its hits are not listed in these tables
Target sequence (Q8TD30 whole entry, looked up): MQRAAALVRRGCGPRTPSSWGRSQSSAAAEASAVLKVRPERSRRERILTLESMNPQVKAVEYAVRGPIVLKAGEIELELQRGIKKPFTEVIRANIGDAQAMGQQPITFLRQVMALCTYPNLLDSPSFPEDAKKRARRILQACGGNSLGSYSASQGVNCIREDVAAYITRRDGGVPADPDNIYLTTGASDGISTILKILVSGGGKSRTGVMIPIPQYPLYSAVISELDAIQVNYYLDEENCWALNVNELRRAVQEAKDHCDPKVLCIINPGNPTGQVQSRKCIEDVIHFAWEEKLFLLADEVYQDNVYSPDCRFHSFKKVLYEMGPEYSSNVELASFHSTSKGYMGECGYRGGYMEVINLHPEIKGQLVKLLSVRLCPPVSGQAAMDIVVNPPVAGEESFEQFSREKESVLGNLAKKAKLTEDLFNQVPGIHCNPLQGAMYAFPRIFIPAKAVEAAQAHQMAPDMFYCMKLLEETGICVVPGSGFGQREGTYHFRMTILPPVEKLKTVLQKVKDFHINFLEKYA
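Fluorescence read-out: pyruvate from GPT2 turnover coupled to pyruvate oxidase, HRP and Amplex Red (0.2mM ThPP, 0.2U/mL PO and HRP, 50uM Amplex final). Substrates 250uM a-KG, 2mM L-alanine; enzyme 10ng/uL; 30 min RT.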
HEK293 tox: cytotoxic compounds in HEK 293 cells; Potency, µM (doses to about 115 µM), inactives show at the highest dose activity change, negative = cytotoxicity, usual class: inhibitors; actives 6.6% (n = 94,000); AID 1345083; HEK 293 viability, ATP luminescence (CellTiter-Glo), 48-72 h; further: potency means the concentration at half of the fitted maximal effect; nearly all actives have a fitted effect of over 60% in size
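qHTS cytotoxicity; HEK 293, 250 cells/well; compound pinned; 48 or 72 hr, 37 degree Celsius, 5% CO2, 95% humidity; CellTiter-Glo, 10 min RT; luminescence (ATP).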
FLuc inh: blocks purified firefly luciferase enzyme activity. P08659. purified P. pyralis luciferase, luminescence, biochemical. Potency, µM (titrated, usually from 115 µM), without a hit: at the highest dose activity change, negative = inhibition, hits mostly inhibitors. actives 2.5% (n = 76,000). AID 1347043; further: potency means the concentration at half of the fitted maximal effect; nearly all actives have a fitted effect of over 65% in size
Target sequence (P08659 whole entry, looked up): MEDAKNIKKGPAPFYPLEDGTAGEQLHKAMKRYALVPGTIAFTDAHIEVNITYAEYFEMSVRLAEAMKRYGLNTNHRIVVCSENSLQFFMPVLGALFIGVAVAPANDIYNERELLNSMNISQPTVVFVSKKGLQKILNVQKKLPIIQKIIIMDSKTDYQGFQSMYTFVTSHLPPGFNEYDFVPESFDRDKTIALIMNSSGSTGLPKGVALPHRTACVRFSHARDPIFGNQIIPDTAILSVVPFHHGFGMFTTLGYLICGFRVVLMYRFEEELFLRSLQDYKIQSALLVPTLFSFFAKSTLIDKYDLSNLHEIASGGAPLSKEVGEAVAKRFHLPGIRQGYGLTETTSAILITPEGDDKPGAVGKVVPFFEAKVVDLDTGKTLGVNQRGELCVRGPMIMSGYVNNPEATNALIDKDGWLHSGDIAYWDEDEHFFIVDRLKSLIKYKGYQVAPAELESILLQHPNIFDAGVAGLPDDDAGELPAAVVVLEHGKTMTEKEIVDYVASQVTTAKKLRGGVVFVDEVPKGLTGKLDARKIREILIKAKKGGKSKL
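Luminescence read by CCD imaging after purified firefly luciferase (10nM final) was added to substrate buffer holding 10uM D-luciferin and 10uM ATP, pH 7.5, pre-dosed with compound.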
* marks the source's active call; other numbers are inactive results; i = inactive; ? = inconclusive; / = not tested or not shown; [ ] = another dose, or the depositor's remark. Unless noted, the call rests on the fitted dose curve; in most records, active means well fitted curve in the direction sought with a large enough effect; inconclusive means small, poorly fitted or top-dose-only effect, or another doubt; inactive means no such curve, though single readings can be large; an effect the other way counts as inactive or inconclusive. Unless noted, on the % scale 0 is the no-effect control and ±100 the full control effect.

SMILES	SNCA expr inhib	HEK293 viab	3T3 cytotox	IP6K1 inhibitor	GPT2 inhibitor	HEK293 tox	FLuc inh
COc1cc(C)ccc1OCc1cc(C(=O)N(C)Cc2ncccc2C)no1	-9%	-4%	35µM*	9	i	40µM*	-8%
Cc1cc2c(-c3cccc(CO)c3)nc(-c3c(C)noc3C)cc2[nH]1	70%[activator][87.6 µM]	-18%[87.6 µM]	35µM*	-24	4%[88.5 µM]	?	-14%[172 µM]
Cn1cc(CN2CCN3C(=O)N(Cc4ccc(F)cc4)C[C@H]3C2)cn1	14%[87.6 µM]	0%[87.6 µM]	i	-9	2%[88.5 µM]	2%[172 µM]	7%[172 µM]
O=C(Cc1cccc(F)c1)N1CCOc2ccc(CN3CCc4ccccc4C3)cc2C1	0%	8%	?	-13	i	?	9%
COc1ccccc1C(=O)Nc1nnc(S(=O)(=O)N(C)c2ccc(Cl)cc2)s1	67%[activator]	8%	/	10	/	/	/
C/C=C(\C)C(=O)OC1CC2C(CC=C3CC(OC4CC(OC)C(OC5CC(OC)C(OC6CC(OC)C(OC7CC(OC)C(OC8CC(OC)C(OC9OC(CO)C(O)C(O)C9O)C(C)O8)C(C)O7)C(C)O6)C(C)O5)C(C)O4)CCC32C)C2(O)CCC(C(C)=O)C12C (stereo not given)	/	-15%[12.5 µM]	/	12	i[11.5 µM]	/	/
Cn1ncc2c(C(=O)NC3CC3)cc(C(C)(C)C)nc21	?	-16%[12.5 µM]	?	26	i	-23%	/
CC(C)(C)c1ccc(-c2cc(C[C@H]3CNCC[C@H]3CC(=O)NCCN3CCOCC3)no2)cc1	12%	5%	50µM*	9	-2%	40µM*	-1%
Cc1ncc(C(=O)N2CCC3(CC2)Nc2ccccc2NC3=O)c(=O)[nH]1	4%	-3%	i	2	-14%[11.5 µM]	1%	1%
O=C(NC[C@H]1OC[C@@H](NCc2ccccn2)[C@@H]1O)c1cccs1	19%[87.6 µM]	-1%[87.6 µM]	-1%[174 µM]	8	-4%[88.5 µM]	2%[172 µM]	4%[172 µM]
Cc1ccc(NC(=O)C2CCN(C(=O)c3ncn4c3COC(c3ccccc3)C4)CC2)cc1C (stereo not given)	22%	8%	i	-14	-2%	5%	4µM*
O=S(=O)(c1ccc(F)cc1)N1CCC(c2noc(C3CC3)n2)C1 (stereo not given)	26%	5%	-17%	4	i	-16%	-3%
Cc1ccc(Cl)cc1NC(=O)COCc1cc(-c2ccco2)on1	22%	-6%	/	-15	/	/	/
Cc1cc(NC(=O)CSc2ncc(C(=O)Nc3ccc(C)c(C)c3)c(=O)n2C)no1	-6%	-6%	/	-7	/	/	/
CCOc1ccccc1NC(=O)Nc1cccc(-c2ccc(N3CCOCC3)nn2)c1	7%	-2%	?	-16	1%	25µM*	2.8µM*
CN(C)CCN(C)C(=O)c1ccc(NC(=O)Nc2ccc(-c3nc(N4CCOCC4)c4ccn(CC(F)(F)F)c4n3)cc2)cc1	-22%	?	/	/	?	/	/
C[C@@H]1CN(C(=O)Cc2ccc3c(c2)OCO3)C[C@@]1(O)C1CCC1	12%	5%	-20%	6	-5%	-3%	-3%
CC1Cn2cc(C(=O)Nc3ccccc3C(F)(F)F)c(=O)c3c(Cl)ccc(c32)O1 (stereo not given)	34%[activator]	7%	/	-1	/	/	/
CCCc1nc(CC)c2c(=O)[nH]ccn12	-13%	4%	-5%	-4	4%	-2%	2%
Cc1noc(C)c1S(=O)(=O)N[C@@H]1C[C@H](Cn2cc(-c3cccnc3)nn2)[C@@H](O)[C@H]1O	10%	4%	22µM*	10	-5%	40µM*	-4%
Cc1ccsc1[C@@H]1CCN(Cc2cn[nH]c2-c2ccc(F)cc2)C[C@H]1O	22%	-9%	-23%	-2	?	-24%	13%
Cc1cnc(C(=O)N2CCC3(CCCN(Cc4cccc(F)c4F)C3=O)C2)[nH]1 (stereo not given)	25%	4%	5%	-12	0%	5%	-10%
COc1cccc(NC(=O)CSc2cc(C)[nH]c(=O)n2)c1	-10%	-6%	/	1	/	/	/
CC(C)Sc1oc(-c2cccs2)nc1S(=O)(=O)c1ccc(Cl)cc1	1%	4%	/	-8	/	/	/

Entries of single compounds as entered above. Screens in order: SNCA expr inhib, HEK293 viab, 3T3 cytotox, IP6K1 inhibitor, GPT2 inhibitor, HEK293 tox, FLuc inh
`CC1Cn2cc(C(=O)Nc3ccccc3C(F)(F)F)c(=O)c3c(Cl)ccc(c32)O1` (stereo not given) in the list: 34%[activator], 7%, /, -1, /, /, /
`CN(C)CCN(C)C(=O)c1ccc(NC(=O)Nc2ccc(-c3nc(N4CCOCC4)c4ccn(CC(F)(F)F)c4n3)cc2)cc1` in the list: -22%, ?, /, /, ?, /, /
`C[C@@H]1CN(C(=O)Cc2ccc3c(c2)OCO3)C[C@@]1(O)C1CCC1` in the list: 12%, 5%, -20%, 6, -5%, -3%, -3%

(continued)
SMILES	SNCA expr inhib	HEK293 viab	3T3 cytotox	IP6K1 inhibitor	GPT2 inhibitor	HEK293 tox	FLuc inh
CN(C)C[C@@H]1CN(C2CCOCC2)C[C@H]1NC(=O)Cc1ccc(F)cc1	-26%	-9%	i	3	i	-3%	2%
Cc1noc(C)c1[S+](=O)([O-])N1CCC(N2Cc3ccccc3C2=O)CC1	-14%	-1%	?	1	-19%	-11%	/
COc1ccc(C(=O)N2CCC(c3n[nH]c(=O)n3Cc3ccc(F)cc3)CC2)c(OC)n1	-18%	2%	-24%	-6	i	-11%	-8%
COc1cc(NC(=O)CN2C(=O)CN(C)C(=O)c3ccccc32)cc(OC)c1OC	-3%	4%	/	-6	/	/	/
COc1cc(SC)ccc1C(=O)N[C@@H]1C=C(C(=O)N[C@H](C)C(N)=O)C[C@@H](O)[C@@H]1O	-11%[87.6 µM]	5%[87.6 µM]	-18%[174 µM]	5	?	-14%[172 µM]	9%[172 µM]
O=C(CN1C(=O)COc2ccc(S(=O)(=O)N3CCCCCC3)cc21)N1CCN(c2ccc(F)cc2)CC1	-9%	-2%	/	-2	/	/	/
CCC(CC)C(=O)N1C[C@@H]2OCC(=O)N(Cc3ccccc3)[C@@H]2C1	-1%[87.6 µM]	6%[87.6 µM]	-14%[174 µM]	13	1%[88.5 µM]	-14%[172 µM]	-6%[172 µM]
O=C(NCCc1noc(C2CC2)n1)NCc1ccc(F)cc1	-11%	4%	3%	6	i	-1%	-4%
COc1ccc(CNC(=O)c2ccc3c(c2)N(Cc2ccccc2C)C(=O)c2ccccc2S3=O)cc1 (stereo not given)	30%	-14%	/	7	/	/	/
OCCOc1ccc(CN(CCN2CCCCC2)CC2CCCN(C3CCCC3)C2)cc1 (stereo not given)	-2%	-17%	?	6	i	?	3%
COc1cc([C@@H]2C[C@H](NC(C)=O)C[C@H](Cc3ccccc3)O2)cc(OC)c1O	4%	2%	-5%	23	?	-1%	-6%
Cn1cc([C@@H](NC(=O)CCc2ccc3c(c2)OCO3)C2CC(O)C2)cn1 (stereo not given in full)	2%	-2%	-7%	-14	3%	-11%	0%

3 successive entries from above:
SMILES	SNCA expr inhib	HEK293 viab	3T3 cytotox	IP6K1 inhibitor	GPT2 inhibitor	HEK293 tox	FLuc inh
OCCOc1ccc(CN(CCN2CCCCC2)CC2CCCN(C3CCCC3)C2)cc1 (stereo not given)	-2%	-17%	?	6	i	?	3%
COc1cc([C@@H]2C[C@H](NC(C)=O)C[C@H](Cc3ccccc3)O2)cc(OC)c1O	4%	2%	-5%	23	?	-1%	-6%
Cn1cc([C@@H](NC(=O)CCc2ccc3c(c2)OCO3)C2CC(O)C2)cn1 (stereo not given in full)	2%	-2%	-7%	-14	3%	-11%	0%

The results go on.
SMILES	SNCA expr inhib	HEK293 viab	3T3 cytotox	IP6K1 inhibitor	GPT2 inhibitor	HEK293 tox	FLuc inh
O=C(NCCOc1cccc2cccnc12)C1CCCN(C2CCCC2)C1 (stereo not given)	?	-2%	-11%	-6	5%	1%	-8%
O=C(NCCC1CCN(C(=O)Nc2ccc(F)cc2F)CC1)c1ccsc1	14%	3%	-2%	-10	i	?	7%
COc1ccc(NC(=O)CC(C)n2nc(C)cc2C)cc1Cl (stereo not given)	33%[activator]	7%	/	0	/	/	/
Cc1ccc(C)c(NC(=O)c2cc3c(N4CCSCC4)nc(C)cn3n2)c1	7%	0%	-13%	-1	3%	?	4%
NC(=O)c1ccc(OC2CCN(Cc3ccccn3)C2)nc1 (stereo not given)	30%[activator]	6%	4%	15	i	-16%	5%
CC(C)c1ccc(-c2nc(C3CC(=O)N(c4ccc(Cl)cc4)C3)no2)cc1 (stereo not given)	-2%	3%	-14%	0	i	?	2%
COC(=O)CNC(=O)c1cc(C(C)(C)C)nc2c1cnn2C	10%	-2%	-16%	-1	i	-5%	/
CCc1ccc(C(=O)c2cn(CC(=O)Nc3ccc4c(c3)OCCO4)c3ccc(C)cc3c2=O)cc1	-1%	-5%	/	-3	/	/	/
O=C(c1ccncc1)N1CCc2nc3cc(-c4ccccc4Cl)[nH]n3c(=O)c2C1	7.9µM*	-7%	?	5	i	-23%	?
CN1CC(=O)N(C2CCCNCC2)Cc2c1ncnc2N1CCCC1CO (stereo not given)	-3%	2%	-8%	17	i	2%	/
CNC(=O)C1CCCCN1Cc1ccc(-c2cccs2)cc1 (stereo not given)	11%[87.6 µM]	2%[12.5 µM]	?	-16	-4%[88.5 µM]	28µM*	/
CN(CC(=O)Nc1cccc(C(F)(F)F)c1)S(=O)(=O)c1ccc2[nH]c3c(c2c1)CCCC3	?	-14%	/	9	/	/	/
NCCC(=O)N1CCCC2(Cc3ccccc3CN2C(=O)c2cccc(Cl)c2)C1 (stereo not given)	-15%	?	?	2	-11%	?	/
CC(C)c1ccc2c(c1)C(=O)CC1[C@@](C)(C(=O)O)CCC[C@]21C (stereo not given in full)	/	-7%	/	18	i	/	/
COc1cccc(C(=O)NC2CCN(C(=O)c3ccc(-c4ccccc4OC)cc3)CC2)c1	1%	8%[12.5 µM]	?	-8	i	?	/
CCN(Cc1ccccc1)C(=O)c1cc2c(=O)oc3ccc(C)cc3c2s1	24%	0%	/	9	/	/	/
CCOc1ccccc1NCc1nnc2n1CCCCC2	7%	-6%	/	-6	/	/	/
COc1ccc(NC(=O)Cn2c(=O)n(-c3cccc(C)c3)c(=O)c3c2cc(C)n3C)cc1OC	13%	?	?	-3	i	?	-14%
CSCC[C@@H]1NC(=O)c2cc(NC(=O)CCc3ccc4c(c3)CCO4)ccc2NC1=O	-15%	-2%	?	-6	i	?	-6%
COCCNC(=O)C1CCCN(Cc2ccncc2)CCC(=O)NCC1 (stereo not given)	-4%	0%	i	-6	i	i	0%
CCCn1c2ccccc2c2cnn(CC(=O)NC(CCSC)C(=O)OC)c(=O)c21 (stereo not given)	?	7%	/	15	/	/	/

These rows are one share of the data, so the mix of outcomes need not match the whole.
